Bioassay records deposited in PubChem by several laboratories.
CD11b adhes inh = CD11b/CD18-fibrinogen binding inhibition; AID 1497; 93,000 compounds, 0.54% hits; inhibition, % at 10 µM; P05107+P11215; K562 CD11b/CD18 adhesion to fibrinogen, ATPlite luminescence; Mn2+ added to activate the integrin;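 active means primary inhibition of 50% or more at 10 µM, then 40% or more on retest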; further: some results filed as inactive read as strong as hits
Smad3 inh = Smad3 (human) transcription factor binding inhibition. AID 630. 88,000 compounds, 0.29% hits. TR-FRET Smad3/Dy647-FoxH1 peptide binding, europium anti-His. inhibition, % at 25 µM;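 active means compounds that reduce the energy-transfer binding signal between the protein and its labelled peptide by more than half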;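 further: 0% = Smad3 plus labelled peptide maximal FRET and 100% = peptide-only background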
Target sequence (P84022 whole entry, looked up): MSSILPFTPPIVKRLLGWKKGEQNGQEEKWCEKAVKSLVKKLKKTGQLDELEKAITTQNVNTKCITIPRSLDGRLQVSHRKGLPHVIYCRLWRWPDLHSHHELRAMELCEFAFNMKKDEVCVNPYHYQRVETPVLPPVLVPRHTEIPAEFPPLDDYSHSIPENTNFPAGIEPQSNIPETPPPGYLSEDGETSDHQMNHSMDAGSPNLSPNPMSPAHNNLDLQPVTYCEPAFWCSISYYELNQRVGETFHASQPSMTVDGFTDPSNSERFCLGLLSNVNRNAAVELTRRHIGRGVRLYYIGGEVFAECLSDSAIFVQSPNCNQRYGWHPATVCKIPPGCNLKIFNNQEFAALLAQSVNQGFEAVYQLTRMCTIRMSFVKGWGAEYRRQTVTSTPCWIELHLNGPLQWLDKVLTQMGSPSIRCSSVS
CD11b adhes enh = increases human CD11b/CD18 adhesion to fibrinogen; K562 CD11b/CD18 adhesion to fibrinogen, ATPlite luminescence; activation, % at 10 µM; 93,000 compounds, 0.07% hits; AID 1499;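 active means 10 µM primary screen giving 50% or more activity, confirmed by 40% or more on retest at that dose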; further: strong numbers were not always called active; reference of the scale not given here
sEH activator = soluble epoxide hydrolase (human) activation; P34913; purified human sEH enzymatic activity, activator screen; activation, % at 2 µM; 91,000 compounds, 0.04% hits; AID 717; in the data active means activation above about 37%; further: values of inactives mirror those of a sister screen read the other way
sEH inhibitor = inhibitors of human soluble epoxide hydrolase; recombinant human sEH enzymatic activity assay; AID 707; P34913; inhibition, % at 2 µM; 91,000 compounds, 0.34% hits; in the data active means inhibition above about 80%; further: values of inactives mirror those of a sister screen read the other way; many of its hits are not listed in these tables
ERb coact inh = blocks coactivator binding to human estrogen receptor beta | AID 633 | 86,000 compounds, 1.3% hits | TR-FRET ER-beta LBD / SRC1-Cy5 peptide binding; receptor agonist-loaded with 1 µM estradiol | inhibition, % at 25.6 µM | Q92731;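 active means compounds whose percent inhibition of the receptor-coactivator binding signal exceeds about 50% in the single-dose screen, limit read from the data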;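 further: 0% = receptor plus peptide wells without compound and 100% = peptide-only wells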
ERa SRC1 pot = enhances coactivator binding to human estrogen receptor alpha; P03372; TR-FRET ERalpha-LBD/SRC-Cy5 coactivator binding, 2 h; 100 = basal binding, no effect; coactivator binding (% of control), % at 25.6 µM; 86,000 compounds, 1.3% hits; AID 639; in the data active means activity above about 200%;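 further: binding measured in presence of low estradiol as agonist stimulus; 0% = peptide alone without receptor and 100% = receptor with peptide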
Target sequence (P03372 whole entry, looked up, the tested form may be a part): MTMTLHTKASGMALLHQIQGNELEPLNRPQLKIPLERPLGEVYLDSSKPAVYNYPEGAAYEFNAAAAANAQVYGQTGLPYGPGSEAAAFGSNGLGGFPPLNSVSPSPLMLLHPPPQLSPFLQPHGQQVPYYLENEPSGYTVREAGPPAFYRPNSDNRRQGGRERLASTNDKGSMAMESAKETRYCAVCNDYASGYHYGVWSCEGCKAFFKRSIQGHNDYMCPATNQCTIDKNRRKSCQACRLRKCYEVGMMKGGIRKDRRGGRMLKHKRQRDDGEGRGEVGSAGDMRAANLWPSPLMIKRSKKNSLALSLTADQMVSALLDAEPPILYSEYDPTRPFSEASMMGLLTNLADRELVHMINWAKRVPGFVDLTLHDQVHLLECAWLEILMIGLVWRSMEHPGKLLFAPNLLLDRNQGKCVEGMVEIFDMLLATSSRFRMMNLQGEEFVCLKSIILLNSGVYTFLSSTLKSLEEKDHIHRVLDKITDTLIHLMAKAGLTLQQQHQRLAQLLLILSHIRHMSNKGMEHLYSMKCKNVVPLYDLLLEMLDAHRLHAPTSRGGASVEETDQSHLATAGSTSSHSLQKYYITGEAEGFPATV
MT1-MMP txn act = MT1-MMP promoter transcription activation. HT1080 MT1-MMP promoter luciferase reporter, luminescence, overnight; active compounds read high. activation factor at 10 µM. 86,000 compounds, 0.16% hits. AID 750;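 active means activation factor of at least 2 for MT1-MMP transcription at 10 µM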
Calb biofilm kill = kills Candida albicans biofilms; C. albicans biofilm + clotrimazole, Alamar Blue; inhibition, % at 6 µM; 85,000 compounds, 0.14% hits; AID 834;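 active means inhibition above 20%; inactive means inhibition below 20%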;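 further: preformed 24 hr biofilms exposed to compound for 48 hr; 0% = biofilm without compound and 100% = blank killed by clotrimazole plus chlorhexidine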
* marks the source's active call; other numbers are inactive results; . = no result given; [ ] = dose if it differs, or a comment. Not all compounds are listed; count on the stated rates, not on these rows.

Compound | CD11b adhes inh | Smad3 inh | CD11b adhes enh | sEH activator | sEH inhibitor | ERb coact inh | ERa SRC1 pot | MT1-MMP txn act | Calb biofilm kill
O=C(COC(=O)CCC(=O)c1ccc(Cl)cc1)NCC1CCCO1 (stereo unspecified) | -3 | 2 | -6 | -14 | 16 | 3 | 89 | 1.1 | 5
Cn1nc2c(c1C(=O)O)CCCC2 | . | 11 | . | 3 | 2 | 8 | 91 | 1.2 | 8
CCCCn1nnnc1SCC(=O)N1CCOCC1 | -40 | -12 | 0 | -4 | 7 | -12 | 99 | 1.1 | 3
CCOC(=O)c1nnn(-c2nonc2N)c1CNC(C)C | -11 | 10 | -2 | -2 | 3 | 3 | 106 | 1 | 3
O=C(CSc1nnc(-c2ccc(O)cc2)n1Cc1ccco1)c1ccccc1 | -32 | -11 | 0 | -3 | 3 | 7 | 88 | . | -1
Cc1ccc(C(=O)N/C(=C/c2ccco2)C(=O)Nc2cccc(C)c2)cc1 | 4 | -3 | -5 | 0 | 2 | 7 | 110 | 1.3 | 3
COc1ccc2nc(NC(=O)CN(C)S(=O)(=O)c3cccs3)sc2c1 | -1 | . | -1 | 15 | -18 | . | . | . | .
CCOC(=O)CSc1nnc(CNC(=O)c2ccc(OC)cc2)n1Cc1ccccc1 | . | 4 | . | -12 | 13 | -4 | 98 | 1.2 | 5
CSC1CCCCC1(O)CSc1nc2ccccc2o1 (stereo unspecified) | -10 | 6 | 1 | 6 | -7 | -3 | 111 | 1 | 8
COC(=O)c1c(-c2cccc3ccccc23)csc1NC(=O)Cc1ccc(OC)c(OC)c1 | -11 | . | 7 | 3 | -2 | . | . | . | .
CC(/C=C/C(=O)c1ccc(C)cc1)=C\c1ccccc1 | 10 | . | -2 | -6 | 6 | . | . | . | .
Cc1cc(C)n(-c2cc(N3CCOCC3)nc(-c3ccccc3)n2)n1 | -34 | 8 | 8 | -6 | 4 | -1 | 125 | 0.9 | 4
COc1ccc(OC(=O)c2ccncc2)cc1 | . | 1 | . | -12 | 14 | -5 | 123 | 1.2 | 6
Cc1nc(SCC(=O)c2ccc(Cl)s2)c2oc3ccccc3c2n1 | 5 | . | -2 | -2 | 1 | . | . | . | .
CCOC(=O)c1cc(C(O)(C(F)(F)F)C(F)(F)F)c(/N=C/N(C)C)o1 | 2 | 2 | 0 | 2 | -1 | -15[fluorescence artefact?] | 81[fluorescence artefact?] | 1.2 | 4
Cc1csc(SCC(=O)Nc2ccc(Cl)cn2)n1 | 1 | 3 | -1 | . | . | -5 | 94 | 1.2 | -4
CCOC(=O)C1CCN(C(=O)C2CCN(S(=O)(=O)CC)CC2)CC1 | 14 | 7 | 0 | . | . | 7 | 95 | 1.2 | 8
Nc1nnc(Cc2ccc(Cl)c(Cl)c2)s1 | -20 | -7 | 4 | -4 | 8 | 19 | 103 | 1.1 | 7
CCOC(=O)C(C)(C)Sc1nc2c(cnn2-c2ccc(Cl)cc2)c(=O)[nH]1 | -9 | 8 | -1 | -12 | 13 | -3 | 111[fluorescence artefact?] | 1 | 4
COc1ccc(NC(=O)CSc2nnc(-c3ccccn3)n2N)cc1Cl | -12 | -1 | -4 | -1 | 3 | -7 | 113 | 1.2 | 5

Carrying on:
Compound | CD11b adhes inh | Smad3 inh | CD11b adhes enh | sEH activator | sEH inhibitor | ERb coact inh | ERa SRC1 pot | MT1-MMP txn act | Calb biofilm kill
CCc1ccc(-c2cn(-c3nc(C)cc(C)n3)c(=N)o2)cc1 | 24 | -4 | -8 | 14 | -16 | 26[fluorescence artefact?] | 102 | 0.9 | 6
Cc1nnc(NC(=O)c2c(F)c(F)c(F)c(F)c2F)s1 | -3 | 4 | -2 | 13 | -9 | 1 | 108 | 1 | 2
O=C(c1cnccn1)N(Cc1ccco1)C1(C(=O)NC2CCCC2)CCCCC1 | -19 | -11 | -1 | -12 | 10 | 6 | 78 | 1.2 | .
COc1cc2[nH]c(=O)n(CCC(=O)N3CCc4ccccc4C3)c(=O)c2cc1OC | 3 | 3 | -3 | -6 | 6 | 7 | 82 | . | 6
O=S1(=O)N=C(Oc2ccccc2)c2ccccc21 | 6 | 6 | 0 | 7 | -7 | -4 | 120 | 1 | 6
CCCN(CCC)S(=O)(=O)c1ccc(NC(=O)COc2ccccc2)cc1 | -14 | -2 | 0 | -14 | 12 | 3[fluorescence artefact?] | 123 | 1.1 | 6
O=C(NCc1ccco1)c1cc2nc(-c3ccc4c(c3)OCO4)cc(C(F)(F)F)n2n1 | 2 | 0 | -5 | 17 | -16 | 24 | 117 | 1.1 | -1
CCOC(=O)c1ccc(NCc2nc3ccccc3[nH]2)cc1 | 21 | 10 | -4 | -10 | 10 | -3 | 111 | 1.5 | 9
COc1ccc(-c2nnc(SCc3ccccc3)n2N)cc1 | 7 | -9 | -2 | 0 | 0 | -2 | 117 | 1.8 | 6
CC(C)(C)NC(=O)COC(=O)Cc1ccc(Cl)cc1 | 3 | 11 | -2 | 5 | -4 | -10 | 133 | . | 7
CC(C)C(=O)Nc1nnc(CCN2CCCCC2)s1 | -5 | 0 | -3 | 6 | -5 | -5 | 102 | 1.2 | 5
CCCNC(=O)c1c(N)n(-c2cc(OC)cc(OC)c2)c2nc3ccccc3nc12 | 12 | 1 | 4 | . | . | 2 | 145[fluorescence artefact?] | 0.9 | 6
O=C(Cc1ccsc1)NCC(c1ccco1)N1CCCCC1 (stereo unspecified) | 4 | 1 | -3 | . | . | -5 | 126 | 1.1 | 7
COc1ccc(N(C(C)C(=O)NC2CCCCCC2)S(C)(=O)=O)cc1 (stereo unspecified) | -27 | 1 | 5 | 12 | -13 | 6[fluorescence artefact?] | 74[fluorescence artefact?] | 1.1 | -2
CCC1(CC)Cc2ccccc2-c2nc(CN3CCOCC3)[nH]c(=O)c21 | 8 | 6 | -2 | 13 | -12 | -4 | 116 | 1.2 | 3
OC(COCc1ccccc1)CN1CCCC1 (stereo unspecified) | -5 | 5 | -4 | 19 | -20 | -6 | 133 | 1.1 | 6
COc1ccc(/C=N/NC(=O)c2ccc(COc3ccccc3Cl)o2)cc1 | 13 | . | 5 | -84 | 84* | . | . | . | .
CCOC(=O)c1cnc2ccc(C)cc2c1Sc1ccccc1C(=O)OC | -5 | . | 4 | -4 | 5 | . | . | . | .
COc1cccc(-c2nnc(SCc3ccccn3)n2C)c1 | 2 | 8 | 5 | 14 | -12 | -2 | 127 | . | 5
CCOC(=O)Cc1csc(NC(=O)CS(=O)(=O)Cc2ccccc2)n1 | -17 | 7 | -4 | 0 | 3 | -21 | 109 | 1.1 | -1

Nine of the compounds above, with values under each structure.
Below each SMILES: CD11b adhes inh | Smad3 inh | CD11b adhes enh | sEH activator | sEH inhibitor | ERb coact inh | ERa SRC1 pot | MT1-MMP txn act | Calb biofilm kill
O=C(COC(=O)CCC(=O)c1ccc(Cl)cc1)NCC1CCCO1 (stereo unspecified)
→ -3 | 2 | -6 | -14 | 16 | 3 | 89 | 1.1 | 5
Cn1nc2c(c1C(=O)O)CCCC2
→ . | 11 | . | 3 | 2 | 8 | 91 | 1.2 | 8
CCCCn1nnnc1SCC(=O)N1CCOCC1
→ -40 | -12 | 0 | -4 | 7 | -12 | 99 | 1.1 | 3
CCOC(=O)c1nnn(-c2nonc2N)c1CNC(C)C
→ -11 | 10 | -2 | -2 | 3 | 3 | 106 | 1 | 3
O=C(CSc1nnc(-c2ccc(O)cc2)n1Cc1ccco1)c1ccccc1
→ -32 | -11 | 0 | -3 | 3 | 7 | 88 | . | -1
Cc1ccc(C(=O)N/C(=C/c2ccco2)C(=O)Nc2cccc(C)c2)cc1
→ 4 | -3 | -5 | 0 | 2 | 7 | 110 | 1.3 | 3
COc1ccc2nc(NC(=O)CN(C)S(=O)(=O)c3cccs3)sc2c1
→ -1 | . | -1 | 15 | -18 | . | . | . | .
CCOC(=O)CSc1nnc(CNC(=O)c2ccc(OC)cc2)n1Cc1ccccc1
→ . | 4 | . | -12 | 13 | -4 | 98 | 1.2 | 5
CSC1CCCCC1(O)CSc1nc2ccccc2o1 (stereo unspecified)
→ -10 | 6 | 1 | 6 | -7 | -3 | 111 | 1 | 8

Later entries.
Compound | CD11b adhes inh | Smad3 inh | CD11b adhes enh | sEH activator | sEH inhibitor | ERb coact inh | ERa SRC1 pot | MT1-MMP txn act | Calb biofilm kill
O=S(=O)(NCC1CCCO1)c1cccc(C(F)(F)F)c1 (stereo unspecified) | -22 | 11 | 2 | -6 | 6 | -2 | 113 | 1 | -1
COc1ccc(OC)c(-n2c(C)ccc2-c2ccc(S(C)(=O)=O)cc2)c1 | -8 | 0 | -5 | 10 | -9 | -4 | 47 | 1.1 | 3
CC(=O)Nc1ccc(C)cc1NC(C)=O | -2 | 25[fluorescence artefact?] | -4 | 0 | 0 | -3 | 132 | 1 | 5
Cc1cc(NC(c2cccnc2)c2c(C)[nH]c3ccccc23)no1 (stereo unspecified) | -11 | -5 | 0 | . | . | 4[fluorescence artefact?] | 116 | 1 | 27*
COc1ccc(C2=NOC(C(=O)Nc3c(C)n(C)n(-c4ccccc4)c3=O)C2)cc1OC (stereo unspecified) | 4 | 7 | 2 | -14 | 12 | -11 | 99[fluorescence artefact?] | 1.1 | -1
COc1ccc(S(=O)(=O)Nc2ccc3c(c2)OCCO3)cc1Cl | 17 | -5 | -2 | -7 | 6 | 1 | 101 | 1.1 | 7
Cn1ncc(Br)c1C(=O)Nc1c(F)c(F)cc(F)c1F | . | 4 | . | 0 | 2 | -11[fluorescence artefact?] | 112 | 1.2 | 3
COc1cc(Nc2nc(SCC#N)nc3ccccc23)cc(OC)c1OC | 12 | -8 | 0 | 8 | -11 | -2 | 116 | 1.2 | 3
O=C(CSc1ncnc2c1cnn2-c1ccccc1)Nc1ccccc1 | 50 | -17[fluorescence artefact?] | 2 | 10 | -9 | 7 | 143[fluorescence artefact?] | 1.1 | 7
O=C(Nc1ccncc1)c1ccc2c(c1)OCCO2 | 6 | 10 | 0 | . | . | 3 | 136 | 1.3 | -3
O=C(c1n[nH]c(=O)c2ccccc12)N1CCN(c2ccc(F)cc2)CC1 | -10 | 4 | -2 | 10 | -9 | 0 | 105 | 1.2 | 2
Cc1nc2ccccc2n1/N=C/c1cccnc1 | 3 | 6 | 0 | -10 | 10 | -14 | 96 | 1.1 | 1
CSc1ccc(Cn2nnc(C(=O)Nc3ccc(C)c(C)c3)c2N)cc1 | -16 | -3 | 13 | 6 | -9 | 18 | 94 | . | 10
Cc1ccc([N+](=O)[O-])cc1NC(=O)c1ccc(-c2ccccc2)cc1 | -34 | . | 15 | 26 | -23 | . | . | . | .
Cc1ccc(N(CC(=O)O)C2SC(=O)NC2=O)cc1 (stereo unspecified) | -29 | 5[fluorescence artefact?] | 5 | -1 | 3 | -1 | 120 | 1 | 4
NC(=O)c1cccnc1Oc1cccc(Cl)c1 | 8 | . | -3 | 6 | -4 | . | . | . | .
CC(C)n1cc(/C=C2/SC(=O)N(CC(=O)N3CCCC3)C2=O)c2ccccc21 | 9 | . | -1 | 5 | -1 | . | . | . | .
Cc1cc(C)c(NC(=O)C2CCCN2C(=O)NC2CCCCC2)c(C)c1 (stereo unspecified) | . | -1 | . | 2 | -3 | -10 | 110 | 1.3 | 2
CCOC(=O)CC(=O)Nc1nnc(C(C)C)s1 | -11 | -4 | -1 | -4 | 5 | -16 | 130 | 1.1 | 6

Single entries from the entries so far:
Cc1ccc([N+](=O)[O-])cc1NC(=O)c1ccc(-c2ccccc2)cc1 in CD11b adhes enh = 15
COc1ccc(OC)c(-n2c(C)ccc2-c2ccc(S(C)(=O)=O)cc2)c1 in Smad3 inh = 0
